Compound activity deposited in PubChem BioAssay by National Center for Advancing Translational Sciences (NCATS).
JMJD2A Tudor: JMJD2A Tudor domain (human) inhibition | O75164 | AlphaScreen JMJD2A-Tudor / H3K4me3 peptide binding | Potency, µM (titrated, usually from 114 µM), for the others: at the top dose activity change, negative = inhibition, actives largely listed as inhibitors | 390,000 compounds, 4.4% hits | AID 504339; note: % is set by controls: 0 for no effect and ±100 for the full control effect; nearly all actives have a fitted effect of over 50% in size
BLM inh: inhibitors of human Bloom syndrome helicase BLM. recombinant BLM DNA unwinding, fluorescence dequenching. 350,000 compounds, 0.2% hits. P54132. Potency, µM (series often up to 56.1 µM), inactives show at the highest dose activity change, negative = inhibition, most hits filed as inhibitors;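 note: plate controls were vehicle for no effect and no enzyme for full effect; nearly all actives have a fitted effect of over 35% in size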
Pin1 inh: blocks the human prolyl isomerase Pin1; Q13526; Pin1 FP peptide displacement, HiFluor488, 10 min; Potency, µM (series often up to 115 µM), without a hit: top-dose activity, negative = inhibition, actives largely listed as inhibitors; 390,000 compounds, 0.009% hits; AID 504891; active = well fitted inhibition curve with a large enough effect in the polarisation, with a control signal flat, not every such curve was filed as active; inconclusive = small, poorly fitted or top-dose-only effect, or effect the other way, or a change in a side signal; inactive = no such curve, though single readings can be large or run the other way; the % refers to the polarisation; note: % is set by controls: 0 for no effect and ±100 for the full control effect
Target sequence (Q13526 whole entry, looked up): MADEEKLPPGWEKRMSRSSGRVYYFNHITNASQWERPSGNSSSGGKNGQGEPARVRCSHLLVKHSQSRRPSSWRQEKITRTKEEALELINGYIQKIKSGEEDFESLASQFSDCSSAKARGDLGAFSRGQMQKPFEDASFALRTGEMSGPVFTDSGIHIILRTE
BAZ2B inh: BAZ2B (human) inhibition; Potency, µM (top dose mostly 114 µM), for the others: at the top dose activity change, negative = inhibition, usual class: inhibitors; Q9UIF8; 360,000 compounds, 4.4% hits; AlphaScreen BAZ2B-H3K14Ac peptide displacement; note: % is set by controls: 0 for no effect and ±100 for the full control effect; nearly all actives have a fitted effect of over 60% in size
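AlphaScreen displacement: compounds (up to 110uM) incubated 30 min at room temperature with a preformed 50 nM BAZ2B/50 nM biotinylated H3K14Ac peptide complex in PBS pH 7.4 with Tween-20. Donor and acceptor beads at 10 ug/mL final added, 20 min light-protected before reading.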
Tb PGK inh: blocks T. brucei phosphoglycerate kinase; P07378; PGK/GAPDH coupled, Kinase-Glo luminescence, 60 min; Potency, µM (highest dose often 57.5 µM), inactives show top-dose activity change, negative = inhibition, most hits filed as inhibitors; 380,000 compounds, 0.043% hits; note: % is set by controls: 0 for no effect and ±100 for the full control effect; nearly all actives have a fitted effect of over 60% in size
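Luminescent ATP detection (Kinase-Glo Plus) follows a 60-minute room-temperature incubation, with wells lacking PGK as controls. Buffer: 100 mM TEA (pH 7.6), 5 mM MgCl2, 0.01% Tween-20. Coupling enzyme GAPDH (100 nM final) supplies unstable 1,3-BPG in-well.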
POLI inh: DNA polymerase iota (human) inhibition | Q9UNA4 | Pol iota fluorescent replication assay, 10 min | Potency, µM (series often up to 115 µM), inactives show at the top dose activity, negative = inhibition, most hits filed as inhibitors | 390,000 compounds, 1% hits | AID 588590
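Pol iota at 10 nM preincubated 15 min with compounds at room temperature; reaction started with fluorescent substrate, 50 nM final. Fluorescence read kinetically at 0 and 10 min; buffer-only wells as negative control.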
G9a inh: blocks human histone lysine methyltransferase G9a. AID 504332. Potency, µM (titrated, usually from 102 µM), inactives show top-dose activity, negative = inhibition, actives largely listed as inhibitors. G9a H3K9 monomethylation, AlphaScreen, 2 h. 350,000 compounds, 8.8% hits. Q96KQ7; note: % is set by controls: 0 for no effect and ±100 for the full control effect; nearly all actives have a fitted effect of over 75% in size
Target sequence (Q96KQ7 913-1193 limits assumed): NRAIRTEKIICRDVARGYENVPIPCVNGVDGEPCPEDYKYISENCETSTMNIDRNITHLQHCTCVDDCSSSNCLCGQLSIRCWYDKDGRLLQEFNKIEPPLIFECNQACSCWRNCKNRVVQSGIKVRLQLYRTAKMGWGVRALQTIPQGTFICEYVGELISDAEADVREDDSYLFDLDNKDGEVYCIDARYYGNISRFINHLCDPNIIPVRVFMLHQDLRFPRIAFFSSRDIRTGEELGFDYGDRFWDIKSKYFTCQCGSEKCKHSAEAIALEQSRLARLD
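G9a (20 nM) was preincubated 15 min with compound, then reacted 2 h at room temperature with 500 nM biotin-H3K9 peptide and 20 µM SAM. Monomethyl-H3K9 detected by AlphaScreen using anti-H3K9me1 antibody.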
HP1b binding inh: inhibitors of HP1-beta chromodomain binding to methylated histone tails. AlphaScreen HP1-beta / biotin-H3K9me3 peptide binding. 390,000 compounds, 0.56% hits. Potency, µM (top dose mostly 114 µM), for the others: top-dose activity change, negative = inhibition, hits mostly inhibitors. AID 540317; note: nearly all actives have a fitted effect of over 70% in size; inactives centre near 23
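HP1-beta protein (50 nM final) preincubated 30 min at room temperature with biotinylated H3(1-18)K9me3 peptide (50 nM) in PBS pH 7.4, 0.01% Tween-20, then compound added for 30 min. AlphaScreen streptavidin donor/nickel chelate acceptor beads (10 ug/mL final), 30 min dark, luminescence read.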
GLS inh: glutaminase GLS (human) inhibition; O94925; GLS enzymatic activity, qHTS titration; Potency, µM (top dose mostly 45.5 µM), for inactives: top-dose activity change, negative = inhibition, actives largely listed as inhibitors; 410,000 compounds, 0.21% hits; note: % is set by controls: 0 for no effect and ±100 for the full control effect
Target sequence (O94925 whole entry, looked up): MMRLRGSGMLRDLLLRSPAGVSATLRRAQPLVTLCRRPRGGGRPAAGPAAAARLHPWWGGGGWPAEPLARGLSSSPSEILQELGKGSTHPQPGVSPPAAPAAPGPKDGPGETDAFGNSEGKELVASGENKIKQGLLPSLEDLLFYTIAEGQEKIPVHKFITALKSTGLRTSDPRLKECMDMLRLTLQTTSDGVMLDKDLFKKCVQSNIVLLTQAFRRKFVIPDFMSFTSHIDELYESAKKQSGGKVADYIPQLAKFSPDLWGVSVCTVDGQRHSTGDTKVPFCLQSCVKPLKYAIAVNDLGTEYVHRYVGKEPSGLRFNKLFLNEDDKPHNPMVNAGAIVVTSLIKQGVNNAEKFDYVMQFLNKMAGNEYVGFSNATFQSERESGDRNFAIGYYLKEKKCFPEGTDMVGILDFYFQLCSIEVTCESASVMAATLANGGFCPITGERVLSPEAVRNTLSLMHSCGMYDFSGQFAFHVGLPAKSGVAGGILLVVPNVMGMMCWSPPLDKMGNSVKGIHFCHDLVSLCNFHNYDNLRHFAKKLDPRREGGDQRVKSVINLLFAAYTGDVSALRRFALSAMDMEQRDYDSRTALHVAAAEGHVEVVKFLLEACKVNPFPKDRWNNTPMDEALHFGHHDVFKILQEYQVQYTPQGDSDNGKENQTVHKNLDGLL
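Glutamate formation by hKGA was monitored fluorometrically using coupled glutamate oxidase, HRP and Amplex Red. Substrate was added as 1 mM L-glutamine solution; incubation was 30 min at RT after an initial read.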
An asterisk follows results filed as active; i = inactive; ? = inconclusive; . = not tested or not shown; & = joins results of further samples; [ ] = remark or other dose. Unless noted, calls come from the whole dose curve; as a rule, active = well fitted curve in the direction sought with a large enough effect; inconclusive = small, poorly fitted or top-dose-only effect, or another doubt; inactive = no such curve, though single readings can be large; an effect the other way counts as inactive or inconclusive. Potency is the fitted concentration of half-maximal effect.

SMILES | JMJD2A Tudor | BLM inh | Pin1 inh | BAZ2B inh | Tb PGK inh | POLI inh | G9a inh | HP1b binding inh | GLS inh
CC1=C2C3OC(=O)C(C)[C@@H]3CC[C@](C)(O)C2C2C3C4C5(C12)[C@H]1OC(=O)[C@@H](C)C1CC[C@]4(C)O[C@]5(C)[C@@H]3O (stereo partly specified) | 5% | 5% | -7% | 5% | -8% | 21% | 7%[59 µM] | 36% | -10%
CN(C)S(=O)(=O)c1ccc(C(=O)OCC(=O)Nc2ccc3c(c2)OCO3)cc1 | -14% | . | -1% | -5% | -10% | 10% | 4%[12.7 µM] | 25% | 3%
CCCN(C(=O)c1cc2c(s1)CCC2)c1c(N)n(Cc2ccccc2)c(=O)[nH]c1=O | -30% | 14µM* | ? | ? | -6% | ? | . | 31% | 1%
CCOCCn1ccc2c(OCC(=O)Nc3ccc(C(N)=O)cc3)cccc2c1=O | -4% | 5% | -11% | -7% | i | 8% | 10%[59 µM] | 7% | 4%
Cc1ccc(S(=O)(=O)N[C@H](C(=O)OCC(=O)NC(=O)NCc2ccco2)C(C)C)cc1 | -32% | . | 2% | . | -15% | ? | . | -4%[57 µM] | -16%
Cc1ccc(S(=O)c2snnc2C)cc1 (stereo unspecified) | -15% | -2% | 0% | 0% | 4% | 70%[activator] | -4% | 24% | 0%
COc1cc(NC(=O)Nc2ccccc2)c(OC)cc1NC(=O)CN1CCCCC1 | 40µM* | -16% | 2% | 50µM* | -5% | -13% | 4%[12.7 µM] | ? | 18%
CC(C)CN(C(=O)COC(=O)CCc1c[nH]c2ccccc12)c1c(N)n(Cc2ccccc2)c(=O)[nH]c1=O | -10% | . | 21% | 4% | i | 27% | -32% | 19% | -11%
CCn1cnc2c1c(=O)n(Cc1ccc(C(=O)OC)cc1)c(=O)n2Cc1ccccc1 | -14% | -7% | 3% | 2% | -4% | 76%[activator] | -6% | 31% | -13%
Cc1nnc(NC(=O)C2CC(=O)N(Cc3ccccc3)C2)s1 (stereo unspecified) | -12% | -2% | -1% | -1% | 4% | -7% | . | 44%[activator] | 0%
CCOC(=O)N1CCN(Cc2nc3cc(NC(=O)C(C)C)ccc3n2CC)CC1 | -5% | -8% | 0% | 7% | 0% | 115%[activator] | 9% | 26% | -3%
Nc1ccc(S(=O)(=O)c2ccc(N)cc2)cc1 | -7% | -4% | 0% | ? | -9% | -18% | 4%[59 µM] | 16% | 2%&4%
Cc1ccccc1CNC(=O)c1ccc2nc(SCc3ccc(F)cc3)n(C)c2c1 | -11% | -1% | 31%[activator] | -33% | -1% | -8% | ? | 26% | 3%
Cc1ccc(S(=O)(=O)N2CCCN(c3nc(-c4cccs4)nc4ccccc34)CC2)cc1 | -13% | . | ? | . | . | 16% | . | 39%[activator] | .
COc1ccc(N2CCN(C(c3cc4cc(C)ccc4[nH]c3=O)c3nnnn3Cc3ccccc3)CC2)cc1 (stereo unspecified) | -17% | -7% | 0% | -14% | i | 5% | ? | -34% | 8%
COc1ccc(S(=O)(=O)N2CCCCC2)cc1NC(=O)CCNC(=O)c1ccc(Cl)cc1 | -3% | . | 0% | . | 0% | 65%[activator] | . | 15% | -4%
CCCOc1ccc(C(=O)NNC(=O)c2cccc(S(=O)(=O)N3CCN(C(C)=O)CC3)c2)cc1OC | 1% | . | 0% | 5% | -10% | 25% | 10% | 35% | 12%
CN(Cc1ccccc1)c1oc(COc2ccccc2F)nc1C#N | ? | -1% | -3% | 28µM* | 10% | 18% | 28µM* | -23% | -2%
O=C(CN(CC1CCCO1)C(=O)CCC(=O)Nc1ccccn1)NCc1ccccc1 (stereo unspecified) | -6% | 3% | -7% | 7% | i | -2% | -9%[59 µM] | 68%[activator] | -3%
COc1ccc(S(=O)(=O)N(C)C)cc1NCC(=O)Nc1cccc2ccccc12 | -10% | . | 5% | . | -10% | 18% | . | 14% | 12%
Cc1ccc(C(=O)Nc2ccon2)cc1S(=O)(=O)N1CCOCC1 | -23% | -1% | -4% | ? | i | 3%[58.9 µM] | ? | 18% | -5%
COc1ccc(Cl)cc1NC(=O)CCCn1c(C)c2cnn(-c3ccccc3)c(=O)c2c1C | -34% | -1% | 22% | -26% | -1% | 17% | 8%[59 µM] | 3% | -9%
COc1ccc2sc(N(CCCN(C)C)C(=O)c3ccc(S(=O)(=O)N4CCCc5ccccc54)cc3)nc2c1 | 20µM* | . | 1% | 28µM* | -3% | 5% | 40µM* | ? | -2%
COc1cc2nc(CN(CCC(C)C)Cc3nc4cc(OC)c(OC)cc4c(=O)[nH]3)[nH]c(=O)c2cc1OC | -6% | 1% | -4% | 17% | -2% | -13% | ? | 50%[activator] | 0%
CSc1nccc(NC(=O)c2cccc(Br)c2)n1 | 22% | -3% | -11% | 0% | 3% | 7% | 35%[0.501 µM] | 90%[activator] | -9%

Record cards, as listed above. Values in the order: JMJD2A Tudor | BLM inh | Pin1 inh | BAZ2B inh | Tb PGK inh | POLI inh | G9a inh | HP1b binding inh | GLS inh
Listed for COc1cc(NC(=O)Nc2ccccc2)c(OC)cc1NC(=O)CN1CCCCC1 : 40µM* | -16% | 2% | 50µM* | -5% | -13% | 4%[12.7 µM] | ? | 18%
Listed for CCOC(=O)N1CCN(Cc2nc3cc(NC(=O)C(C)C)ccc3n2CC)CC1 : -5% | -8% | 0% | 7% | 0% | 115%[activator] | 9% | 26% | -3%
Listed for O=C(CN(CC1CCCO1)C(=O)CCC(=O)Nc1ccccn1)NCc1ccccc1 (stereo unspecified) : -6% | 3% | -7% | 7% | i | -2% | -9%[59 µM] | 68%[activator] | -3%

The list goes on:
SMILES | JMJD2A Tudor | BLM inh | Pin1 inh | BAZ2B inh | Tb PGK inh | POLI inh | G9a inh | HP1b binding inh | GLS inh
CCOc1ccc(CCNC(=O)CN2C(=O)C(CC)Oc3ccccc32)cc1OCC (stereo unspecified) | -5% | 1% | -2% | 5% | i | 10% | -3%[59 µM] | 37%[activator] | 5%
COc1ccc(-c2nn3c(-c4cc(-c5ccccc5)n[nH]4)nnc3s2)cc1 | -7%[57.1 µM] | . | 70%[activator] | . | . | -10% | . | 31%[57 µM] | .
C[C@@H]1CCC[C@H](C)N1Cc1nc(Cc2ccccc2Cl)no1 | -8% | -7% | 3% | ? | -5% | 6% | . | 38%[activator] | 13%
Cc1nc(S/C(=C/c2ccc(OCc3ccc(C(=O)O)cc3)cc2)C(=O)O)n[nH]1 | 2.8µM* | -4% | ? | ? | -13% | 4µM* | ? | 15% | ?
COc1ccccc1C(=O)NCCC(=O)OCC(=O)Nc1ccc(S(N)(=O)=O)cc1 | -8% | . | -6% | 5% | i | 14% | -9%[12.7 µM] | 31% | -14%
CC(NC(=O)COc1cccnc1[N+](=O)[O-])c1ccc(F)cc1 (stereo unspecified) | -14% | -3% | 2% | 3% | 0% | -19% | 13% | 12% | -8%
COc1cccc(CN(C)CC(=O)Nc2cc3oc4ccccc4c3cc2OC)c1 | -1% | -10% | ? | -6% | i | 8% | 7% | 29% | -4%
Cc1cccc(SC2CCN(Cc3nc(CC4CC4)no3)CC2)c1 | 53%[activator] | -8% | 0% | 57%[activator] | -2% | 146%[activator] | 146%[activator] | 101%[activator] | 6%
CCOC(=O)C1CCN(C(=O)Cc2c(F)cccc2Cl)CC1 | -3% | 1% | 0% | 12% | -10% | 44%[activator] | 21%[59 µM] | 3% | 0%
COc1cccc(-c2nc(CS(=O)(=O)CC(=O)NCC(C)c3ccccc3)c(C)o2)c1 (stereo unspecified) | -32% | -4% | -4% | -22%[57.1 µM] | -4% | 3% | -30% | 6% | 0%
COCCC(=O)Nc1ccc2c(c1)CN(C(=O)CCOC)CC2 | -9% | -1% | 4% | -17% | 1% | 16% | 0% | 20% | 11%
CC(=O)c1cn(CCOc2cc(C)ccc2C)c2ccccc12 | -1% | -2% | 0% | -3% | -2% | -16% | 19% | 41% | -5%
CC(C)Cc1nnc(NC(=O)CCC(=O)N2CCN(c3ccccc3F)CC2)s1 | -21% | -2% | -2% | -15%[57.1 µM] | -2% | 15% | -5% | 25% | -9%
C/C(=N\NC(=S)NC(C)C)c1cccc([N+](=O)[O-])c1 | ? | -3% | 10% | ? | 1% | 26% | 8%[59 µM] | ? | 0%
Cc1ccc2cc3c(N)nn(C(=O)c4cccc(F)c4)c3nc2c1 | -6% | -6% | -3% | -8% | -11% | 30%[activator] | ? | 52%[activator] | -1%
CCCCN(C)Cc1c(C)[nH]c2ccc(OCC)cc2c1=O | -20% | 2% | 2% | -5% | 1% | -1% | 12%[59 µM] | 16% | -9%
CC(C(=O)N1CCc2ccccc21)n1cccc1 (stereo unspecified) | -31% | -7% | -4% | ? | 0% | 20% | -39%[59 µM] | -3% | -10%
COc1ccc(/C(C)=N/N2C(=O)c3ccccc3NC2c2ccc(O)c(OC)c2)cc1 (stereo unspecified) | -27% | -5% | -1% | -16% | -10% | -5% | ? | 85%[activator] | 50%[activator]
Cc1cc(-c2nnc3sc(C4CCCCC4)nn23)n[nH]1 | -28%[57.1 µM] | -1% | 2% | -5% | 3% | 14% | -2% | ? | 23%
CC(=O)Nc1ccc(NC(=O)CSc2nnnn2-c2ccc(F)cc2)cc1 | -12% | -18% | 5% | 2% | -4% | 43%[activator] | 12%[2.33 µM] | 42%[activator] | -4%
Cc1ccc(-c2cc(C(=O)NCCCn3ccnc3)c3cc(Br)ccc3n2)o1 | 79µM* | -7% | 7% | -2% | -1% | ? | ? | -17% | 1%
CCOC(=O)c1c(C)[nH]c(C(=O)OCC(=O)c2ccc(OC)cc2OC)c1C | -20% | . | 140%[activator] | 5% | -1% | 6% | 4%[0.501 µM] | 17% | -11%
COc1ccc(NC(=O)CSc2ccc3nnc(-c4cccnc4)n3n2)cc1OC | -20% | -1% | -1% | -13% | i | 24% | 74%[activator] | 33% | 7%
N#Cc1nc(Cc2cccc3ccccc23)oc1NCCN1CCCCC1 | ? | 4% | 3% | 79µM* | -12% | -8% | ? | -10% | 22%
CC(=O)c1ccc(N2CCN(S(=O)(=O)c3ccc4c(c3)NC(=O)CC(=O)N4)CC2)cc1 | 16µM* | -5% | 30% | -23% | 0% | ? | 24% | -6% | -11%

Not all compounds are listed; rates above refer to the full screens.
